Source: PubChem
ERAP1 inh – inhibitors of human ERAP1 aminopeptidase; Q9NZ08; recombinant ERAP1, Leu-AMC fluorescence, 60 min; inhibition, % at 10.7 µM; 340,000 compounds, 0.15% hits;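 active = mean replicate inhibition of at least 30%, or all replicates individually reaching that 30% level; inactive = mean below 30% and not every replicate reaching it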;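 note: 0% = neutral control wells and 100% = L-leucinethiol positive control wells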
ERp5 inh – blocks human ERp5 reductase activity on insulin | 350,000 compounds, 0.05% hits | inhibition, % at 9.99 µM | Q15084 | ERp5 insulin aggregation, absorbance 650 nm, 90 min | AID 651711;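 active = mean replicate inhibition above about 25%, with every replicate also reaching it, limit read from the data, passing the limit was not always enough; inconclusive = only one of those two criteria met; inactive = neither criterion met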
Target sequence (Q15084 whole entry, looked up): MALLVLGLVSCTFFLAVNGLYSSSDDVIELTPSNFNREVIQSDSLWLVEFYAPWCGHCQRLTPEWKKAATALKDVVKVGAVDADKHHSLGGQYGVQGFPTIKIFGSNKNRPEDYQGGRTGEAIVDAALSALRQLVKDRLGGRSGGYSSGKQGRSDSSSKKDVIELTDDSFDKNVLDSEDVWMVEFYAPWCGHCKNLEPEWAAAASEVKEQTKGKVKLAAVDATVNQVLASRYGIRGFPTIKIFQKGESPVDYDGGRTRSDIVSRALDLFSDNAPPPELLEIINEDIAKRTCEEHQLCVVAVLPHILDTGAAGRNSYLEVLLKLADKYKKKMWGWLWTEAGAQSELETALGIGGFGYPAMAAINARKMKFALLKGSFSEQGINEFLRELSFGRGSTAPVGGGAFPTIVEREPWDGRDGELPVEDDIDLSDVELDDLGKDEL
CASP6 VEID inh – caspase-6 (human) enzyme inhibition; P55212; purified caspase-6, Z-VEID-R110 cleavage fluorescence; inhibition, % at 12.5 µM; 350,000 compounds, 0.53% hits;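 active = mean inhibition across replicates at least about 35%, with every replicate also reaching that limit, limit read from the data; inconclusive = only one of the two criteria met; inactive = neither criterion met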;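 note: 0% = median of neutral control wells and 100% = no fluorescence left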
Target sequence (P55212 24-179 limits assumed): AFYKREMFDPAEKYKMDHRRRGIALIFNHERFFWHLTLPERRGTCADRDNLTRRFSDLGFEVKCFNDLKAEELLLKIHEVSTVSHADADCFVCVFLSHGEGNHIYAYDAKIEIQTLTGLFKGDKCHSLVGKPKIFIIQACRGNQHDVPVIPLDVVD
Target sequence (P55212 194-293 limits assumed): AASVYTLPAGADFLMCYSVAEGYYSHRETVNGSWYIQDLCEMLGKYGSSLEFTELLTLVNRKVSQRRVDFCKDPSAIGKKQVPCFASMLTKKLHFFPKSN
F508del corr – correctors of CFTR F508del function in bronchial epithelial cells | activity (quench increase), % at 7.58 µM | AID 720511 | 350,000 compounds, 0.36% hits | CFBE cells, YFP halide quenching; stimulated with forskolin plus potentiator P3; % fluorescence drop versus neutral controls;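 active = mean added fluorescence quench of at least 8% versus neutral control, with both replicates also reaching 8%; inconclusive = only one of the mean or replicate conditions met; inactive = mean below 8% and not both replicates reaching 8%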;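 note: cells transiently co-express mutant CFTR-F508del with the halide-sensitive YFP; corrector assay measuring rescue of mutant channel to the surface after 24 h compound exposure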
miR-122 sensor – inhibitors of miR-122 in Huh7 cells; activation (reporter increase), % at 12.5 µM; 340,000 compounds, 0.3% hits; Huh7 miR-122 Renilla luciferase sensor, 48 h; neutral wells = 0, positive control = 100;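 active = mean replicate activation score at least 90 and every replicate individually at or above 90; inconclusive = only one of the two criteria met; inactive = neither criterion met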;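 note: higher luciferase means less miR-122 activity so hits act as miR-122 inhibitors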
DENV2 CPE rescue – protects cells from dengue virus 2 cytopathic effect; DENV2-infected cells, cytopathic effect rescue, plate reader; CPE inhibition, % at 9.99 µM; 350,000 compounds, 1.7% hits; AID 651640; in the data active = CPE inhibition above about 20%, passing the limit was not always enough; inconclusive = no clear call, values can overlap the other calls; tested in BHK-21 cells;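 note: 0% = median of neutral control wells and 100% = median of positive control wells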
SIRT5 inh – blocks human SIRT5 desuccinylation of peptide. Q9NXA8. Purified SirT5, succinyl-peptide AMC, trypsin-coupled fluorescence. inhibition, % at 15 µM. 330,000 compounds, 1.1% hits. AID 652115; in the data active = inhibition above about 15%; inconclusive = no clear call, values can overlap the other calls
Target sequence (Q9NXA8 whole entry, looked up): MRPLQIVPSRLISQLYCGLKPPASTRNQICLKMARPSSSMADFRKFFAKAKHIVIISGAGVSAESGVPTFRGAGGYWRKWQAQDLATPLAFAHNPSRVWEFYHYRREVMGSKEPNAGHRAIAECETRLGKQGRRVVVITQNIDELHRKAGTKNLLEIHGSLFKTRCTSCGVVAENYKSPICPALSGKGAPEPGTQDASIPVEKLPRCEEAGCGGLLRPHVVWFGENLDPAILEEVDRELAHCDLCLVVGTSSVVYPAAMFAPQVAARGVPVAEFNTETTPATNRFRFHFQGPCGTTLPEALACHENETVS
The depositor's hits bear a star; ? = inconclusive; . = not tested or not shown; [ ] = another dose, or the depositor's remark.

CASP6 VEID inh | miR-122 sensor | ERAP1 inh | DENV2 CPE rescue | molecule | F508del corr | SIRT5 inh | ERp5 inh
-2 | -10 | 12 | 39* | CC(C)[C@@H](C(=O)NC1CCN(Cc2ccccc2)CC1)N1C(=O)N2CCc3c([nH]c4ccccc34)[C@@]2(C)C1=O | -1.8 | . | 2
0 | . | -2 | -1 | O=C(Nc1ccccc1)N[C@H]1CC[C@@H](CCn2cc(C3(O)CCCC3)nn2)O[C@H]1CO | -1.4 | 4 | -2
2 | 1 | 4 | -2 | CCN(CC)S(=O)(=O)c1ccc(N2C(=O)CC2(/C=C/c2ccccc2)C(=O)NC2CCCC2)cc1 (stereo not drawn) | -1.2 | 0 | -1
1 | -5 | 0 | 5 | O=C(CCNC(=O)c1ccccc1Cl)NN=Cc1ccccc1[N+](=O)[O-] | -1.0 | 2 | -3
-1 | -6[16.7 µM] | -2 | -9 | Cc1ccccc1-c1ccc([C@H]2[C@@H](CO)N3CCCCN(S(=O)(=O)c4cn(C)cn4)C[C@@H]23)cc1 | 0.3 | -1 | 3
-1 | . | 2 | 20 | Cc1noc(C(=O)Nc2ccc(F)cc2F)c1Cl | 0.0 | -3 | 5
1 | 2[16.7 µM] | -2 | -6 | COc1ccc(NC(=O)N(C)C[C@@H]2Oc3ccc(NC(=O)Cc4ccccc4)cc3C(=O)N([C@@H](C)CO)C[C@@H]2C)cc1 | -1.3 | -3 | -4
-18 | 2 | 3 | ? | CC1=C(C(=O)N(C(C)C)C(C)C)CC(CC(=O)NCCCN(C)C)C(=O)N1CCCN1CCCC1=O (stereo not drawn) | 1.1 | -2 | -6
-2 | . | 2 | 4 | O=[N+]([O-])c1cccc2c3c([nH]c12)CCCC3 | -0.4 | -5 | -2
0 | . | -2 | 13 | CO[C@@H]1CN(C)C(=O)c2cc(NC(=O)NC(C)C)ccc2OC[C@@H](C)N(C(=O)CN(C)C)C[C@@H]1C | -0.9 | -3 | 0
0 | -2 | -3 | 5 | CCCN(CCC)C(=O)C1CCN(c2ccc(S(=O)(=O)N3CCOCC3)cc2[N+](=O)[O-])CC1 | 1.9 | -3 | -6
0 | 4 | . | 4 | COc1ccccc1CNC(=O)C1CCCN(S(=O)(=O)c2cnc[nH]2)C1 (stereo not drawn) | 1.5 | . | 6
-1 | 2 | 0 | -5 | O=C(Cc1ccccc1)NNC(=S)NC(=O)c1cccs1 | -2.2 | -1 | 0
2 | 0 | 0 | 1 | COc1cc(Cl)c(C)cc1NC(=O)COC(=O)c1ccc(CN2CCCC2=O)cc1 | 0.6 | 0 | -1
5 | . | 3 | -3 | COc1cc(C2NC(=O)NC(c3ccccc3)=C2C(C)=O)c(Br)c(Br)c1O (stereo not drawn) | . | -9 | 1
3 | . | 1 | 10 | COc1ccc(C(=O)NCc2ccc(C)cc2)cc1S(=O)(=O)N1CCCC1 | 0.7 | -1 | -4
-1 | -10 | -2 | 0 | CC(C)N(Cc1ccccc1)C(=O)C1CCN(c2ncnc3c2nc2n3CCCCC2)CC1 | 3.7 | 6 | 4
3 | . | -4 | 4 | COc1ccc(NC(=O)NNC(=O)C(C)Oc2ccc(C(C)C)cc2)c(OC)c1 (stereo not drawn) | 0.5 | -19 | -1
-1 | . | 0 | 3 | COc1ccccc1-c1cc(NC=O)c2ncc(-c3ccc(S(C)(=O)=O)cc3)n2c1 | 1.4 | . | 5
3 | . | -7 | . | Cc1c(C(=O)NC(=S)Nc2ccccc2N2CCCC2)cccc1[N+](=O)[O-] | . | 3 | 8
-7 | . | 0 | -1 | C#CCOCCOCCOCCNc1nc(N2CCN(C(=O)C([C@@H](C)CC)n3cc(C(N)COC(=O)C(F)(F)F)nn3)CC2)nc(N2CCN(C(=O)[C@H](CCC(=O)O)n3cc(C(N)CC(C)C)nn3)CC2)n1 (stereo partly drawn) | -2.8 | -5 | -2
0 | . | 0 | -1 | O=C(N/N=C/c1ccccc1[N+](=O)[O-])C(=O)N1CCCC1 | -0.2 | -1 | -1
3 | 4[16.7 µM] | 1 | ? | COc1ccc(NC(=O)Nc2ccc3c(c2)C(=O)N([C@H](C)CO)C[C@H](C)[C@@H](CN(C)C)OCCCC[C@@H](C)O3)cc1 | 0.1 | 4 | 0
-6 | . | 2 | . | O=C(CN1C(=O)NC2NC(=O)NC21)NN=C1CCCC1 (stereo not drawn) | -2.2 | 2 | -1
-4 | -1 | 2 | -2 | CC(C)(C)NC(=O)COc1ccc(CNCCc2ccccc2)cc1 | -0.9 | -1 | 6
0 | . | -4 | 10 | CCOc1ccc(C(C)NC(=O)C2CCC2)cc1 (stereo not drawn) | . | 5 | -2
5 | -6 | -2 | -2 | COc1ccc(NC(=O)CN(C)C(=O)c2ccc3c(c2)NC(=O)CS3)cc1 | -2.1 | 1 | -2
4 | 0 | -2 | ? | COC(=O)/C=C(\C)N=Nc1c(O)[nH]c2ccccc12 | 1.2 | -1 | -5
0 | -6 | 2 | -6 | COc1ccc(CNC(=O)CCCCCNc2nc(=S)[nH]c3ccccc23)cc1 | -0.9 | 0 | 0
-1 | -3[16.7 µM] | 1 | 2 | C/C=C/c1ccc2c(c1)O[C@H](CN(C)Cc1ccncc1)[C@@H](C)CN([C@H](C)CO)S2(=O)=O | -1.9 | 1 | -9
0 | 0 | 0 | . | COc1ccc2c3n([n+]([O-])c2c1)CCN=C3c1ccc(Cl)cc1 | 5.3 | . | 10
8 | -3 | -2 | 8 | O=C(C(=O)N1CCCc2ccccc21)c1cn(CC(=O)N2CCOCC2)c2ccccc12 | -0.1 | 2 | 1
1 | . | -3 | 18 | CC=Cc1ccc2n(c1=O)C[C@H]1[C@H](CO)[C@@H](C(=O)NCCOC)[C@@H]2N1Cc1ccccc1OC (mixture of isomers) | -0.3 | -3 | -2
-2 | -5[16.7 µM] | 0 | -7 | Cc1cccc(CN(C)C[C@@H]2Oc3ncc(-c4cc5ccccc5o4)cc3C(=O)N([C@H](C)CO)C[C@@H]2C)c1 | 2.0 | 3 | 3
0 | 5 | -6 | 9 | COc1cc(NC(=O)COc2ccc(-n3ccnc3)cc2)cc(OC)c1 | 1.5 | -3 | 2
1 | -1 | -2 | -2 | COc1cccc(OC)c1C(=O)N=c1sc2cc(S(C)(=O)=O)ccc2n1C | -0.4 | 1 | 6

The final 3 records of the section before open the next one.
CASP6 VEID inh | miR-122 sensor | ERAP1 inh | DENV2 CPE rescue | molecule | F508del corr | SIRT5 inh | ERp5 inh
-2 | -5[16.7 µM] | 0 | -7 | Cc1cccc(CN(C)C[C@@H]2Oc3ncc(-c4cc5ccccc5o4)cc3C(=O)N([C@H](C)CO)C[C@@H]2C)c1 | 2.0 | 3 | 3
0 | 5 | -6 | 9 | COc1cc(NC(=O)COc2ccc(-n3ccnc3)cc2)cc(OC)c1 | 1.5 | -3 | 2
1 | -1 | -2 | -2 | COc1cccc(OC)c1C(=O)N=c1sc2cc(S(C)(=O)=O)ccc2n1C | -0.4 | 1 | 6
0 | . | -8 | 0 | O=C(O)c1ccc(N/N=C/c2cc3ccccc3nc2Cl)cc1 | -1.7 | . | 8
0 | . | -3 | -1 | c1ccc(CCc2nn3c(Cn4cnc5ccccc54)nnc3s2)cc1 | 0.2 | -2 | -3
3 | . | 0 | . | CCNC(=O)c1cccc(S(=O)(=O)N2CCCCCC2)c1 | . | -6 | 9
-4 | -4 | -3 | -3 | CCCOc1ccc(C2=CSC3=NCCN23)cc1Cl | 0.2 | 0 | -1
-4 | -3 | 0 | 11 | COc1ccc(C(=O)N2CCc3[nH]nc(-c4ccccc4)c3C2)cc1 | 0.2 | 2 | 6
-5 | -2 | -2 | -7 | O=C(NNC(=O)c1ccc(Br)s1)c1cccc(Cl)c1 | -2.9 | -3 | -11
2 | 15 | 0 | 5 | O=C(NCc1ccccc1)C1Cc2c(-c3ccc(Cl)cc3)ccnc2O1 (stereo not drawn) | 9.2* | -4 | 0
3 | -2 | 2 | 2 | COc1ccc(CN2C(=O)c3ccccc3C2=O)cc1C(=O)N(C)CC(=O)Nc1c(C)cccc1C | -5.3 | 0 | -3
0 | . | -1 | -4 | O=C(c1cccc(F)c1)N1CC[C@@H]2[C@H](CO)Nc3ccc(C#Cc4ccccc4)cc3[C@@H]21 | -0.3 | 3 | -2
-16 | 11 | 4 | -1 | CCN1CCCC1CNC(=O)c1ccc2c(c1)N(Cc1ccccc1F)C(=O)c1ccccc1S2(=O)=O (stereo not drawn) | 0.7 | -2 | 4
2 | 6 | 4 | . | O=C1NC(=O)C2C1C(c1ccccc1)N1C3C(=O)NC(=O)C3C(c3ccccc3)N21 (stereo not drawn) | . | 0 | 1
3 | 5 | -4 | 4 | CCCCOc1ccc(C(=O)N2CC(C)OC(C)C2)cc1 (stereo not drawn) | -0.8 | 5 | -2
4 | 0 | 5 | -1 | COc1cccc(CN2CCN(S(=O)(=O)c3ccccc3)CC2)c1OC | 2.3 | -2 | 4
-11 | -8 | -1 | 2 | CC1=C(C(=O)OC2CCCCC2)C(c2ccccc2F)NC(=O)N1 (stereo not drawn) | -1.8 | 0 | 3
-1 | . | 1 | 9 | Cc1nc(SCC(=O)NC(=O)NC(C)C)nc(C)c1C | 0.1 | 0 | 3
-5 | . | -3 | 1 | CN(C)S(=O)(=O)Oc1ccsc1C(=O)Nc1ccc(Br)cc1 | 0.8 | -3 | -9
2 | 1 | -2 | 1 | COC(=O)[C@@H](NCc1ccc(B(O)O)cc1)C(C)C | -1.7 | -1 | 7
0 | . | -2 | ? | CC(C)c1ccc(C2=NN(c3ccccc3)C(=O)CC2)cc1 | -1.3 | 3 | 5
-1 | . | 5 | 0 | CCOC(=O)CSc1nnc(CNC(=O)c2cccc(C)c2)n1C | . | 1 | 3
-101 | . | 1 | 9 | O=C(NCCCn1ccnc1)C(=O)NCC(c1cccnc1)N1CCN(c2ccccc2)CC1 (stereo not drawn) | -0.4 | 0 | 4
-2 | . | -2 | 0 | COc1ccc(NC(=S)NC(=O)c2ccc3c(c2)OCCO3)cc1 | -0.2 | 1 | 3
2 | -8 | 0 | ? | CSc1ncccc1C(=O)OCC(=O)N1CCN(S(=O)(=O)c2ccc(C)cc2C)CC1 | 5.7 | -2 | 3
2 | . | 2 | 8 | COc1cccc(-c2ccc3c(c2)[C@H]2[C@H](CCN2C(=O)C2CCCCC2)[C@H](CO)N3)c1 | 2.5 | -1 | 18
2 | . | 10 | -5 | COc1ccc(Nc2ccc(C(=O)O)cc2[N+](=O)[O-])cc1 | . | -6 | 4
-6 | . | 0 | -1 | COc1ccc(NC(=O)C(=O)NCC2CCCN2S(=O)(=O)c2ccc(C)cc2)cc1 (stereo not drawn) | -9.4 | -3 | -11
2 | -5 | -1 | 3 | Cn1c(Nc2ccccc2)nc2ccccc21 | -1.3 | -2 | 4
1 | 18[16.7 µM] | 3 | -3 | C[C@H](CO)N1C[C@H](C)[C@H](CN(C)S(=O)(=O)c2cccs2)Oc2c(NS(=O)(=O)c3ccc(F)cc3)cccc2C1=O | -1.2 | 0 | 2
0 | . | 0 | 2 | O=C(CSc1ncnc2c1cnn2-c1ccc(F)cc1)NC1CCCC1 | 2.3 | 4 | 7
1 | . | -1 | -6 | CC1(C)OC(=O)C2=C(C[C@@H](C3CCCC3)O[C@@H]2c2ccc(Cl)cc2)O1 | 5.6 | . | 2
8 | -1 | 3 | -4 | CS(=O)(=O)c1ccc(NC(=O)CCN2C(=O)C3CCCCC3C2=O)cc1 (stereo not drawn) | 1.2 | -6 | -3
-8 | 4[16.7 µM] | -6 | 7 | O=C(C[C@H]1CC[C@H](NC(=O)CCN2CCCCC2)[C@H](CO)O1)NCc1ccc(Cl)c(Cl)c1 | -2.4 | -1 | 3
-1 | . | 2 | 4 | COc1ccc(S(=O)(=O)N2CCN(Cc3cccc(F)c3)CC2)cc1 | 1.5 | 2 | -2
. | -1 | 2 | -3 | NC(=O)c1nsc(C(=O)N(CC(=O)NC2CCCC2)c2ccc(F)c(Cl)c2)c1N | 2.6 | -1 | 3
